PABP1 MLLE inh = inhibitors of microRNA-mediated deadenylation, human PABP1 MLLE binding; actives 0.36% (n = 360,000); inhibition, % at 20 µM; GST-MLLE / FITC-PAM2 fluorescence polarization; P11940; AID 588489; in the data active = inhibition above about 35%, passing the limit was not always enough;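 note: plate controls were DMSO wells with GST-MLLE for no effect and wells lacking GST-MLLE protein for full effect; some results filed as inactive read as strong as hits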
Target sequence (P11940 whole entry, looked up): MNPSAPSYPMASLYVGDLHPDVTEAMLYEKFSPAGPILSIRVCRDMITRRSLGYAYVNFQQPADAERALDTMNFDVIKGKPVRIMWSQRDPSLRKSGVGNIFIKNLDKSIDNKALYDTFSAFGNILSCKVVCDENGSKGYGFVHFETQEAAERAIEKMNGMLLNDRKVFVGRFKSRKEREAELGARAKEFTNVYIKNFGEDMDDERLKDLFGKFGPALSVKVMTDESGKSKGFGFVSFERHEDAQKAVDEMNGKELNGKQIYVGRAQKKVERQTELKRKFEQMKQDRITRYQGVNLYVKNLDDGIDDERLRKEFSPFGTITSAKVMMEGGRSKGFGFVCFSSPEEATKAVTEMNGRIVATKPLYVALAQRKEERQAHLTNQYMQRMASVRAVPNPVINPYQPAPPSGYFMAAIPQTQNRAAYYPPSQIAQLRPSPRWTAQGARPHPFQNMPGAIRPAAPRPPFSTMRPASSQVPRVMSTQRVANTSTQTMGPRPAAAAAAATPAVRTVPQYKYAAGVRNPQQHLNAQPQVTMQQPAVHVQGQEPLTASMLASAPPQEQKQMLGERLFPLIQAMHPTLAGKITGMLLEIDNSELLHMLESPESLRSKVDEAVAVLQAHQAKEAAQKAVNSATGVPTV
DNMT1 inh = blocks human DNA methyltransferase DNMT1. P26358. DNMT1 molecular beacon, Hinp1I cleavage, fluorescence. inhibition (reported as % activation of signal), % at 10 µM. actives 0.83% (n = 360,000); in the data active = inhibition above about 50%
CSN inh = blocks human CSN-mediated cullin deneddylation | actives 0.38% (n = 360,000) | Purified CSN, SCF-Nedd8-OG deneddylation, fluorescence polarization | Q92905 | AID 651999 | inhibition, % at 12.5 µM;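 active = pattern-corrected inhibition above about 35%, with an unprinted fluorescence ratio check between 0.5 and 1.5, limit read from the data, passing the limit was not always enough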;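 note: 0% = enzyme with substrate and 100% = substrate without enzyme; some results filed as inactive read as strong as hits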
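test system = HEK293T-derived human Csn5 enzyme | amount = 0.24 nM Csn5 enzyme, final concentration | medium = Tris/NaCl/DTT buffer, pH 7.5 | schedule = 90 min reaction at room temperature | signal = FP | evaluation = inhibition of Csn5 cleavage, % | compound dosing = single dose of 12.5 µM compound with 0.25% DMSO | probe or stimulus = 10 nM SCFSkp2-Nedd8OG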
SUMO1-SIM PPI = SUMO1-SIM interaction modulation; P63165; inhibition, % at 20 µM; SUMO1 binding to a labelled peptide, TR-FRET, 1 h; actives 0.33% (n = 360,000); in the data active = inhibition above about 37%
Scp1 inh = blocks human Scp-1 phosphatase activity. Q9GZU7. Recombinant Scp1, phosphopeptide, malachite green phosphate absorbance. AID 493091. inhibition, % at 20 µM. actives 0.88% (n = 340,000);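 active = inhibition above about 50% at 20 µM, limit read from the data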;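 note: plate controls were DMSO wells with enzyme for no effect and wells lacking enzyme for full effect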
Target sequence (Q9GZU7 76-261 limits assumed): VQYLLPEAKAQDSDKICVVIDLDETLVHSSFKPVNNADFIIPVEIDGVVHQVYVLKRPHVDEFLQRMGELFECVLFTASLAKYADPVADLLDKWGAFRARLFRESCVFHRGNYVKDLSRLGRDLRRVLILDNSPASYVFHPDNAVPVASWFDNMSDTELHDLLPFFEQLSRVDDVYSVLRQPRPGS
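Test system: SCP-1 catalytic domain; Buffer or medium: Acidic Tris acetate buffer with magnesium and detergent; Also added: Phosphorylated 17-residue peptide substrate; Compound: single 20 µM dose, 1% DMSO; Schedule: enzyme reaction 45 min at room temperature, colour 5 min, stabilisation 30 min; Signal: Phosphate-binding colour reagent, absorbance read at 630 nm.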
LMPTP block = blocks human LMPTP phosphatase. P24666. recombinant LMPTP-A, OMFP fluorogenic substrate, fluorescence intensity. inhibition, % at 20 µM. actives 0.22% (n = 360,000);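 active = compounds that cut the enzyme signal by at least half of the control window in the single-dose screen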;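 note: plate controls were DMSO wells with enzyme plus substrate for no effect and substrate without enzyme for full effect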
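Assay system: LMPTP-A enzyme. Input: 0.625 nM LMPTP-A final. Probe or stimulus: 400 µM OMFP. Compound dosing: single 20 µM dose. Schedule: 50 min dark incubation at room temperature. Detection: fluorescence intensity of OMFP turnover product. Read-out: percent inhibition versus substrate-only and uninhibited controls. Benchmarks: no-enzyme low control, uninhibited high control.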
NadD block = NadD (S. aureus) enzyme inhibition; purified NadD enzyme, colorimetric absorbance read-out; actives 0.78% (n = 360,000); inhibition, % at 20 µM; in the data active = inhibition above about 26%; note: some compounds past the cut are filed as inactive
TbMetRS inhib = blocks T. brucei methionyl-tRNA synthetase activity; purified T. brucei MetRS, ATP depletion, Kinase-Glo luminescence; inhibition, % at 11.9 µM; actives 0.4% (n = 360,000);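 active = inhibition above a per-plate cutoff of the control wells' mean inhibition plus 3 SD, cut at about 5.5% in these data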;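 note: 0% = DMSO wells median and 100% = median of wells with control inhibitor compound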
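Assay system: T. brucei methionyl-tRNA synthetase, purified | Medium: HEPES buffer with MgCl2, KCl, DTT, spermine, BSA, pyrophosphatase | Compound: 11.9 µM single point | Incubation: 15 min enzyme-compound preincubation, 2 h reaction, 10 min detection, 25 °C | Measured by: Kinase-Glo luciferase luminescence reporting remaining unconsumed ATP | Measure: % inhibition normalized to control-well medians | Replication: Singlicate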
STEP block = STEP (human) phosphatase inhibition | actives 0.25% (n = 360,000) | P54829 | recombinant STEP, OMFP fluorogenic substrate, fluorescence | inhibition, % at 20 µM;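 active = inhibition at 20 µM, scaled per plate between control wells, above about 37%, limit read from the data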;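 note: 0% = DMSO with enzyme and substrate and 100% = substrate only without enzyme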
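System: isolated STEP enzyme; schedule: 20 min enzyme reaction at room temperature, protected from light; medium: Bis-Tris buffer pH 6.0, 2.5 mM DTT, 0.005% Tween 20; signal: fluorescence, 480/540 nm; dosing: single compound dose of 20 µM, 1% DMSO final; also added: OMFP substrate, 25 µM final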
Rpn11 inh = blocks the human proteasome subunit Rpn11; calls only at 20 µM; actives 0.59% (n = 360,000); AID 588493; O00487; human 26S proteasome, Ub4-pepOG fluorescence polarization; 20S core pre-blocked with epoxomicin;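 active = inhibition at 20 µM, scaled to each plate's controls, above about 33%, limit read from the data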
* marks the source's active call; other numbers are inactive results; i = inactive; x = no result given. The order is random; about 3.6% have a hit in one of these screens.

The opening 9 records, ahead of the listing:
Every second line gives: PABP1 MLLE inh	DNMT1 inh	CSN inh	SUMO1-SIM PPI	Scp1 inh	LMPTP block	NadD block	TbMetRS inhib	STEP block	Rpn11 inh
(1) O=C(CCN1C(=O)C2CC=C(Cl)CC2C1=O)Nc1ccccc1O (stereo not drawn)
    -12	0	8	3	2	-2.8	-3	-0.8	7	i
(2) O=c1[nH]n2c(=O)c3c([nH]c2c1N=Nc1cccc(Cl)c1)CCC3
    17	94*	7	8	78*	46	21	-1.4	14	i
(3) CCN(c1ccccc1)S(=O)(=O)c1ccc(OC)c(NC(=O)CNCC(C)O)c1 (stereo not drawn)
    4	-2	-2	-1	2	-1.7	-5	0.1	1	i
(4) COc1cccc(Nc2nc3ccc(C(=O)c4ccccc4)cc3n3cnnc23)c1
    -6	-8	7	-4	9	1.1	-16	-0.2	-1	i
(5) COc1ccc(C(=O)NC2CCN(CC(=O)NCc3ccccc3F)CC2)cc1
    -3	-1	2	4	-1	-1.5	40*	-0.5	-1	i
(6) CCOC(=O)C1=CN(Cc2cccc(F)c2)S(=O)(=O)NC1CCc1ccccc1 (stereo not drawn)
    1	-12	1	1	-7	3.2	-2	-1.6	-2	i
(7) Cn1c(C(=O)N2CCCC(C(=O)NCc3ccc4c(c3)OCO4)C2)cc2sccc21 (stereo not drawn)
    -12	-7	6	4	-9	-0.1	-2	2.1	1	i
(8) COc1cc([N+](=O)[O-])ccc1NC(=O)Oc1ccc(NC(C)=O)cc1
    15	-1	0	-28	-11	1.2	-2	0.1	-2	i
(9) Cc1noc(C)c1COC(=O)C(c1ccccc1)c1ccccc1
    -8	-1	-5	1	-11	0.4	-7	0.6	0	i

All compounds of this part, previewed entries included:
Every second line gives: PABP1 MLLE inh	DNMT1 inh	CSN inh	SUMO1-SIM PPI	Scp1 inh	LMPTP block	NadD block	TbMetRS inhib	STEP block	Rpn11 inh
(1) O=C(CCN1C(=O)C2CC=C(Cl)CC2C1=O)Nc1ccccc1O (stereo not drawn)
    -12	0	8	3	2	-2.8	-3	-0.8	7	i
(2) O=c1[nH]n2c(=O)c3c([nH]c2c1N=Nc1cccc(Cl)c1)CCC3
    17	94*	7	8	78*	46	21	-1.4	14	i
(3) CCN(c1ccccc1)S(=O)(=O)c1ccc(OC)c(NC(=O)CNCC(C)O)c1 (stereo not drawn)
    4	-2	-2	-1	2	-1.7	-5	0.1	1	i
(4) COc1cccc(Nc2nc3ccc(C(=O)c4ccccc4)cc3n3cnnc23)c1
    -6	-8	7	-4	9	1.1	-16	-0.2	-1	i
(5) COc1ccc(C(=O)NC2CCN(CC(=O)NCc3ccccc3F)CC2)cc1
    -3	-1	2	4	-1	-1.5	40*	-0.5	-1	i
(6) CCOC(=O)C1=CN(Cc2cccc(F)c2)S(=O)(=O)NC1CCc1ccccc1 (stereo not drawn)
    1	-12	1	1	-7	3.2	-2	-1.6	-2	i
(7) Cn1c(C(=O)N2CCCC(C(=O)NCc3ccc4c(c3)OCO4)C2)cc2sccc21 (stereo not drawn)
    -12	-7	6	4	-9	-0.1	-2	2.1	1	i
(8) COc1cc([N+](=O)[O-])ccc1NC(=O)Oc1ccc(NC(C)=O)cc1
    15	-1	0	-28	-11	1.2	-2	0.1	-2	i
(9) Cc1noc(C)c1COC(=O)C(c1ccccc1)c1ccccc1
    -8	-1	-5	1	-11	0.4	-7	0.6	0	i
(10) COc1ccc(-c2nnc(SCc3ncc(-c4ccccc4)o3)o2)cc1
    -44	-8	4	3	-6	2.7	-1	-0.1	-3	i
(11) O=C(CSc1ccc(-c2cccc([N+](=O)[O-])c2)nn1)N1CCCCCC1
    25	-2	-3	-34	-7	-0.4	1	-0.1	0	i
(12) Cc1ccc(N2C(=O)NC(NC(=O)C(C)(C)C)(C(F)(F)F)C2=O)cc1 (stereo not drawn)
    1	-1	-1	1	-9	-2.2	-7	-0.3	-4	i
(13) COc1ccc(C2Nc3ccccc3C(=O)N2Cc2ccccc2)cc1Cn1nnc2ccccc21 (stereo not drawn)
    14	-3	1	-3	-2	4.7	3	-1.2	3	i
(14) CCN1C(=O)[C@H]2[C@@H](c3ccc(-c4ccccc4)cc3)N[C@@](CC(C)C)(C(=O)OC)[C@H]2C1=O
    -9	-2	-3	1	-6	1.9	2	-0.2	2	i
(15) CCN(CC)S(=O)(=O)c1ccc2[nH]c(=O)cc(C(=O)Nc3ccccc3N3CCCC3)c2c1
    0	-3	2	1	-7	-2.0	-2	-0.3	-3	i
(16) CCc1nc2ccc(C(=O)NCCCN(C)C)cn2c1N(C)Cc1ccc(OC)cc1
    1	-3	0	0	x	4.9	1	-0.3	-1	i
(17) CN1C(=O)C(O)(c2sc(N)nc2-c2ccccc2)c2ccccc21 (stereo not drawn)
    3	2	-2	-1	-9	0.2	-1	-0.3	-4	i
(18) Nc1nnc2cc(Cl)ccc2n1
    -7	0	-3	-33	2	1.4	2	-0.3	3	i
(19) Cc1cc(CSc2ccc(Cl)cc2)ccc1N
    -5	2	-4	4	-10	2.6	-1	-0.2	-2	i
(20) CC(=O)c1ccc(N2CCN(S(=O)(=O)c3ccc4c(c3)C(Cl)(Cl)C(=O)N4)CC2)cc1
    -106	-3	27	17	x	4.1	22	-0.9	2	i
(21) COC(=O)[C@@]12C[C@@H](CC(=O)N3CCC(c4ccccc4)CC3)C(=O)N(CCc3ccc(OC)c(OC)c3)C1=CCC(C)(C)C2
    x	x	4	0	x	10	x	-0.4	x	x
(22) COc1cccc(C(C)(O)c2nc(-c3ccc4c(c3)OCO4)cs2)c1 (stereo not drawn)
    3	-6	-1	3	x	0.5	-4	-0.3	-3	i
(23) CCCOc1ccccc1NS(=O)(=O)c1ccc2[nH]c(=O)[nH]c2c1
    -3	-1	0	-4	-5	-0.1	3	0.3	1	i

Three entries already listed, arranged by SMILES length, smallest number first:
Every second line gives: PABP1 MLLE inh	DNMT1 inh	CSN inh	SUMO1-SIM PPI	Scp1 inh	LMPTP block	NadD block	TbMetRS inhib	STEP block	Rpn11 inh
(17) CN1C(=O)C(O)(c2sc(N)nc2-c2ccccc2)c2ccccc21 (stereo not drawn)
    3	2	-2	-1	-9	0.2	-1	-0.3	-4	i
(22) COc1cccc(C(C)(O)c2nc(-c3ccc4c(c3)OCO4)cs2)c1 (stereo not drawn)
    3	-6	-1	3	x	0.5	-4	-0.3	-3	i
(21) COC(=O)[C@@]12C[C@@H](CC(=O)N3CCC(c4ccccc4)CC3)C(=O)N(CCc3ccc(OC)c(OC)c3)C1=CCC(C)(C)C2
    x	x	4	0	x	10	x	-0.4	x	x

Screening results deposited in PubChem BioAssay by several laboratories.
